# H1N1 NS1A inhibition = H1N1 influenza NS1A inhibitors, functional cell based assay (AID 504329); NS1A functional cell-based assay, percent inhibition; higher % means a stronger effect; inhibition, % at 12.5 µM, or IC50 in µM where a hit was titrated; actives 0.3% (n = 340,000); in the data active means a potency from the dose series; inconclusive means inhibition above about 27% without an active follow-up result; further: strong numbers were not always called active
# VEEV TC-83 Vero = inhibitors of VEEV TC-83 cytopathic effect, confirmation, Vero cells (AID 588727) | Vero cells, VEEV TC-83 cytopathic effect inhibition; higher % means a stronger effect | one-dose inhibition, % at 20 µM; IC50 in µM for titrated hits | actives 0.13% (n = 350,000); in the data active means a potency from the dose series; inconclusive means inhibition mostly from about 14% at the one dose, without a potency; inactive means the rest, 99 in 100 with inhibition below about 12%; further: strong numbers were not always called active
# M. tuberculosis HTS = M. tuberculosis growth inhibition, HTS (AID 449762). M. tuberculosis H37Rv growth inhibition, 7H9 media; higher % means a stronger effect. one-dose inhibition, % at 25 µM; IC50 in µM for titrated hits. actives 0.59% (n = 330,000); in the data active means a potency from the dose series; inconclusive means inhibition above about 70% without an active follow-up result;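 further: bacterial growth assessed after seven days of incubation; strong numbers were not always called active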
# M. tuberculosis = growth inhibition of non-replicating M. tuberculosis (AID 488890); Mycobacterium tuberculosis non-replicating, growth inhibition; higher % means a stronger effect; inhibition, % at 25 µM, or IC50 in µM where a hit was titrated; actives 0.39% (n = 320,000); in the data active means a potency from the dose series; inconclusive means inhibition mostly from about 82% at the one dose, without a potency; inactive means the rest, 99 in 100 with inhibition below about 76%;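 further: plate controls were DMSO cells for no effect and high antibiotic wells for full effect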
# Salmonella PhoP GFP = PhoP regulon inhibitors, Salmonella typhi PhoP promoter GFP reporter, confirmatory (AID 1850); Salmonella Typhi PhoP-promoter GFP reporter, fluorescence, 4 h; higher % means a stronger effect; actives 0.33% (n = 310,000); one-dose inhibition, % at 50 µM; IC50 in µM for titrated hits; in the data active means a potency from the dose series; inconclusive means inhibition mostly from about 25% at the one dose, without a potency; inactive means the rest, 99 in 100 with inhibition below about 19%;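 further: 0% = induced wells with vehicle and 100% = uninduced wells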
# VEEV TC-83 Vero 10K pilot screen = recorded beside VEEV TC-83 Vero, whose call it bears; inhibition, %; measured here: 10K pilot screen inhibition
# * marks the source's active call; other numbers are inactive results; i = inactive; ? = inconclusive; . = not tested or not shown.
SMILES,H1N1 NS1A inhibition,VEEV TC-83 Vero,M. tuberculosis HTS,M. tuberculosis,Salmonella PhoP GFP,others
O=C(c1ccc(CS(=O)Cc2ccccc2Cl)o1)N1CCN(c2ccccn2)CC1 (configuration not stated),-7%,4.3%,5%,-2%,-6%,
O=C(CCc1nnc(Cc2cccc(C(F)(F)F)c2)o1)NCC(F)(F)F,-11%,i,-5%,41%,0%,
COc1ccc(CC(=O)Nc2ccc(F)c(S(=O)(=O)N3CCOCC3)c2)cc1,-6%,0.1%,.,.,.,
O=C(CSc1nnc(-c2cccnc2)n1Cc1ccco1)c1ccccc1,-4%,i,-4%,19%,-2%,
CC(C)(Oc1ccc(Cl)cc1)C(=O)NCc1ccc(S(N)(=O)=O)cc1,-5%,3.4%,-2%,16%,5%,
CC(=O)c1sc(NC(=O)c2ccccc2C)nc1C,-14%,8.6%,0%,-13%,0%,
CCn1c(SCc2nc3ccccc3[nH]2)nnc1-c1ccncc1,-9%,i,-1%,-3%,10%,
O=C(Nc1ccc(Cl)c(Cl)c1)OCCNC(=O)c1cccc(Cl)c1,-8%,1.3%,6%,15%,-3%,
CCOC(=O)c1sc2c(c1C)c(=O)n(Cc1ccccc1)c(=O)n2CCN(C)C,1%,2.1%,1%,19%,-9%,
Cc1ccc(C)c(N(CC(=O)NCCC2=CCCCC2)S(C)(=O)=O)c1,2%,1.7%,0%,8%,-5%,
CCOC(=O)C1(CCc2ccccc2)CCN(Cc2ccc(OC)cc2)CC1,-10%,0.2%,5%,39%,0%,
Cc1ccc(C(=O)Nc2ccc(Cl)cc2C(F)(F)F)c(Cl)c1,-1%,i,?,22%,2%,
CSc1nnc(SCC#N)s1,.,0.3%,-3%,3%,10%,
CC1(C)C2CCC1(CS(=O)(=O)N1CCC(C(N)=O)CC1)C(=O)C2 (configuration not stated),-5%,i,6%,-1%,-2%,
Cc1c(C(c2ccc(Br)cc2)c2c(O)c3ccccc3oc2=O)c(=O)n(-c2ccccc2)n1C (configuration not stated),11%,1.8%,-7%,35%,3%,
COc1ccc2c(c1)Sc1ccccc1N2CCN(C)C,2%,0.1%,-4%,5%,-8%,
CCSC(C)CC1C/C(=N/O)c2c(CC)noc2C1 (configuration not stated),-3%,0.0%,8%,31%,8%,
Oc1cc(Br)ccc1C=Nc1ccc(N2CCCCC2)cc1,-5%,i,-2%,28%,-17%,
COc1ccc(OC)c(C(=O)CSc2nccc(-c3ccc(Br)cc3)n2)c1,-9%,i,2%,2%,-3%,
COc1cc(OC)cc(-c2oc(=O)c3cc(OC)c(OC)cc3c2C#CCCO)c1,-1%,0.5%,8%,-7%,.,
C[C@@H](C(=O)Nc1ccccc1N1CCOCC1)N1C(=O)C2CCCCC2C1=O (some centres not stated),-1%,0.5%,2%,4%,.,
COC(=O)Cc1[nH]nc2c1C(c1c[nH]c3ccccc13)C(C#N)=C(N)O2 (configuration not stated),-8%,5.0%,3%,-3%,9%,VEEV TC-83 Vero 10K pilot screen=0.4
Cn1cnc(S(=O)(=O)Nc2ccc(OC(F)F)cc2)c1,-4%,i,0%,-15%,1%,
Cn1c(=O)c2c(nc(SCCCO)n2Cc2ccccc2Cl)n(C)c1=O,-2%,0.2%,-9%,19%,-3%,
CC1(C)Oc2ccc3ccc(=O)oc3c2-c2cnoc21,-14%,i,-5%,13%,-4%,
CC(=O)c1cc2c(cc1NC(=O)C1CC1)OCO2,3%,0.0%,13%,-1%,2%,
CCN(CC)CCN(C)C(=O)c1ccc(OC2CCN(C(=O)C3CC3)CC2)cc1,4%,0.3%,-2%,7%,-6%,VEEV TC-83 Vero 10K pilot screen=1.3
CCC(C)C(Nc1ccc(C(=O)OC)cc1[N+](=O)[O-])C(=O)OC (configuration not stated),13%,0.6%,1%,5%,-1%,
Cc1cccc(NS(=O)(=O)c2cc(C(=O)NCCC3=CCCCC3)ccc2Cl)c1,-4%,1.6%,0%,26%,2%,
COC(=O)Cc1ccc(NC(=S)NCCC(C)C)cc1,11%,0.7%,1%,76%,-8%,
COc1ccccc1CNC(=O)c1cc(C)nn1-c1ccccc1,-7%,2.6%,-8%,8%,4%,
O=Cc1cc(N=Nc2ccc(S(=O)(=O)O)cc2)ccc1O,-20%,i,-1%,-1%,-11%,
CCC1C/C(=C\c2cccnc2)C(=O)/C(=C/c2cccnc2)C1 (configuration not stated),-9%,?,.,.,.,
Cc1ccc(O)c(NC(=O)C2=CC(c3ccco3)=NS(=O)(=O)N2C)c1,2%,0.6%,-7%,47%,-19%,
COC(=O)C1=C(c2ccc(-c3ccccc3)c(F)c2)C[C@@H]2CC[C@H]1N2C(=O)NC1Cc2ccccc2C1,2%,i,-5%,-14%,.,
CC(C)N1C(=O)S/C(=C\c2ccc(-c3ccc(Cl)c(C(=O)O)c3)o2)C1=O,-7%,i,5%,13%,-9%,
COCCCn1c(=NC(=O)c2ccncc2)c(C#N)cc2c(=O)n3cccc(C)c3nc21,6%,3.6%,5%,-1%,-5%,
Cc1cc(-c2n[nH]c(=S)n2/N=C/c2cccs2)n[nH]1,6%,0.2%,8%,-36%,-2%,
CC(C(=O)NC1=NCCS1)N1C(=O)C2CC=CCC2C1=O (configuration not stated),2%,2.9%,-4%,-10%,5%,
Cc1nccn1CC(O)COc1ccccc1 (configuration not stated),-22%,0.8%,-5%,2%,1%,
O=C(CSc1n[nH]c(=O)n1-c1ccccc1)N1CCOCC1,-2%,0.2%,3%,-6%,4%,
CCOc1cccc(C(=O)Nc2cccc(-c3nc4ncccc4o3)c2C)c1,13%,3.3%,7%,0%,12%,
CC1=C(O)C(=O)C=C2C1=CC=C1C2(C)CCC2(C)C3CC(C)(C(=O)O)CCC3(C)CCC12C (configuration not stated),10%,2.5%,.,.,.,
Cc1cccc(C(=O)Nc2sc3c(c2C(=O)O)CCC3)c1,-7%,3.4%,10%,45%,-1%,
O=C(N/N=C/c1ccc2c(c1)OCO2)c1ccc(COCC(F)(F)C(F)F)cc1,-11%,1.3%,20%,25%,1%,
O=C(NCCc1ccccc1)c1ccc2nccnc2c1,8%,3.9%,-11%,-24%,11%,
COc1cc2c(cc1OC)-c1nnc(C)n1C1(CCCC1)C2,2%,0.3%,-1%,.,-4%,
Cc1ccc(N(C)S(=O)(=O)c2cccc(C(=O)OCC(=O)c3c(N)n(C)c(=O)n(C)c3=O)c2)cc1,-11%,8.5%,3%,29%,.,
CC(=O)N1CCN(c2ccc(NCc3ccc(C(C)C)cc3)cc2)CC1,19%,3.6%,4%,37%,10%,
Cc1ccc(Oc2ccc(OCC(=O)NC(C)C(=O)O)cc2)cc1 (configuration not stated),-4%,0.9%,1%,6%,-6%,
CC(C)n1c(Oc2ccc(F)cc2)nc2c1c(=O)n(C)c(=O)n2C,-18%,1.2%,2%,17%,-2%,
Cc1ccc(C(=O)NNC(=O)c2ccoc2C)s1,-13%,4.2%,.,.,.,
CNC(=O)C(=O)NCCC1CCCCN1S(=O)(=O)c1cccs1 (configuration not stated),-7%,0.4%,1%,21%,-7%,
COc1cc(OC)cc(C(=O)Nc2cccc3nc(C)ccc23)c1,-21%,2.1%,-4%,26%,1%,
CCNC(=O)CON=C1c2ccccc2-c2ccccc21,-3%,7.5%,14%,38%,-10%,
CCOC(=O)c1c(NC(=O)CSc2nc3ccccc3s2)sc(C(C)=O)c1C,1%,i,0%,11%,2%,
COc1ccc(OC)c(CN(CCN2CCOCC2)C(=O)Nc2ccccc2)c1,-6%,2.6%,-2%,-3%,-1%,
Cc1ccc(-c2cn3cc(C)ccc3n2)cc1,4%,0.5%,9%,40%,9%,
CC(C)(c1cc(Cl)c(O)c(CN2CCOCC2)c1)c1cc(Cl)c(O)c(CN2CCOCC2)c1,-13%,11%,.,.,.,
CCn1cc(S(=O)(=O)Nc2cc(C(=O)OC)ccc2C)cn1,-11%,4.5%,-19%,-2%,-5%,
# Later entries
SMILES,H1N1 NS1A inhibition,VEEV TC-83 Vero,M. tuberculosis HTS,M. tuberculosis,Salmonella PhoP GFP,others
COC(=O)c1ccc(C2c3c(oc4cc(C)c(C)cc4c3=O)C(=O)N2CCCN(C)C)cc1 (configuration not stated),.,.,-11%,4%,0%,
CCN1/C(=C2/SC(=S)NC2=O)Sc2ccccc21,-1%,0.1%,-2%,7%,-10%,
CCOc1ccc(N=C2C(=O)Nc3ccc(C)c(Br)c32)cc1,28%,i,?,36%,8%,
Cn1c(/C=N/Nc2nc3ccccc3[nH]2)nc2ccccc21,9%,7.2%,40µM*,?,-1%,
Cc1cc2c3c(c1)C(C)CC(C)(C)N3C(=O)C2=C(C#N)C#N (configuration not stated),3%,i,29%,?,8%,
CC1CC(=O)Nc2ccccc2N1C(=O)CSc1nnnn1C (configuration not stated),2%,0.1%,2%,-14%,.,
O=c1ccc(-c2ccc([N+](=O)[O-])cc2)nn1-c1ccccc1,6%,0.5%,5%,1%,-3%,
COC(=O)c1cc(NC(=O)/C=C/c2ccccc2)ccc1O,.,.,16%,7%,11%,
c1ccc(C2C/C(=N\N3CCOCC3)c3ccccc3O2)cc1 (configuration not stated),-5%,3.4%,3%,-6%,-14%,
Cc1cc(NN)nc(Cc2ccccc2)n1,-4%,0.2%,1%,6%,2%,
COCCN(C(=O)c1cc(Cl)ccn1)c1c(N)n(Cc2ccccc2)c(=O)[nH]c1=O,1%,3.4%,-2%,55%,.,
COc1ccc(NC(=O)COC(=O)c2ccc3ccccc3n2)cc1OC,-7%,3.8%,4%,13%,.,
O=C(CSCC(=O)Nc1cccc([N+](=O)[O-])c1)Nc1ccccc1,-4%,1.8%,0%,20%,-7%,
COc1ccc(S(=O)(=O)NCC(=O)NCCc2ccc(OC)c(OC)c2)cc1,.,i,-3%,-5%,-5%,
CC(=O)Nc1ccc(C(=O)NCCCSc2ccccc2)cc1,-7%,1.7%,-15%,-14%,-6%,
O=C1NCCNC1c1ccccc1 (configuration not stated),0%,1.9%,.,.,.,
COC(=O)c1scc(C)c1NC(=O)CC1NCCNC1=O (configuration not stated),.,3.6%,-2%,-8%,2%,
COc1ccc(S(=O)(=O)NCc2cccnc2)cc1C(=O)N1CCCCC1,9%,i,-3%,-13%,11%,
Cc1cnc(NC(=O)c2cccc(S(=O)(=O)N3CC(C)OC(C)C3)c2)s1 (configuration not stated),7%,1.0%,0%,-6%,13%,
Fc1ccc(Nc2nc(N3CCOCC3)nc(N3CCOCC3)n2)cc1,1%,1.5%,5%,-11%,4%,
COc1ccc(C(=O)NC(=S)Nc2cc(C)ccn2)cc1[N+](=O)[O-],0%,0.7%,2%,-20%,-7%,
Cc1cccc(NC(=O)c2ccc(COc3ccc4ccccc4c3)o2)n1,-4%,0.8%,70%,?,-7%,
Cc1cc(=O)c2n(Cc3ccccc3Cl)nc[n+]2[nH]1,-6%,i,-7%,4%,-8%,
Nc1c(C(=O)N/N=C/c2ccc(F)cc2)oc2nc(-c3ccccc3)cc(-c3ccco3)c12,-2%,1.8%,-2%,11%,-10%,
O=c1[nH]c(=S)c2c(n1-c1ccccc1)CCC2,-6%,1.4%,-3%,59%,-6%,
O=c1c2ccccc2nnn1CSc1nnc(-c2ccc3c(c2)OCO3)o1,-4%,4.4%,1%,37%,7%,
Cc1cc(C)n2nc(-c3ccccc3)cc2n1,-20%,0.4%,-4%,16%,1%,
CCn1cc(C(=O)NCCc2ccccc2C)c(=O)c2ccc(C)nc21,0%,4.4%,-4%,-10%,3%,
O=C(O[C@H]1[C@H](Cc2ccccc2)NS(=O)(=O)[C@H]2C[C@@H]3C=C[C@]12O3)c1ccc([N+](=O)[O-])cc1,1%,2.0%,-4%,-3%,.,
CCCn1c(SCC(=O)c2cc(C)n(-c3cc(C)on3)c2C)n[nH]c1=O,-5%,3.6%,.,.,.,
CCCOCCc1nnc(N)s1,-9%,0.1%,10%,0%,9%,
COc1ccc(C(=O)N2CCN(C(=O)c3ccco3)CC2)cc1OC,-8%,0.9%,-3%,56%,-8%,

# Grouped by structure: the compounds so far with a COOH group.
SMILES,H1N1 NS1A inhibition,VEEV TC-83 Vero,M. tuberculosis HTS,M. tuberculosis,Salmonella PhoP GFP,others
CC(C)N1C(=O)S/C(=C\c2ccc(-c3ccc(Cl)c(C(=O)O)c3)o2)C1=O,-7%,i,5%,13%,-9%,
CC1=C(O)C(=O)C=C2C1=CC=C1C2(C)CCC2(C)C3CC(C)(C(=O)O)CCC3(C)CCC12C (configuration not stated),10%,2.5%,.,.,.,
Cc1cccc(C(=O)Nc2sc3c(c2C(=O)O)CCC3)c1,-7%,3.4%,10%,45%,-1%,
Cc1ccc(Oc2ccc(OCC(=O)NC(C)C(=O)O)cc2)cc1 (configuration not stated),-4%,0.9%,1%,6%,-6%,
